hERG WT inh – qHTS for Inhibitors of KCHN2 3.1: Wildtype qHTS; Voltage-gated inwardly rectifying potassium channel KCNH2 (Homo sapiens), Q12809; U2OS, BacMam KCNH2, thallium flux FluxOr; active compounds read low; activity change, % at 1.84 µM; 340,000 tested, 0.37% active; AID 720551, 2013;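 active = maximum activity change below -70%; inconclusive = maximum activity change between -70% and -50%; inactive = maximum activity change above -50%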
Target sequence (Q12809 whole entry, looked up): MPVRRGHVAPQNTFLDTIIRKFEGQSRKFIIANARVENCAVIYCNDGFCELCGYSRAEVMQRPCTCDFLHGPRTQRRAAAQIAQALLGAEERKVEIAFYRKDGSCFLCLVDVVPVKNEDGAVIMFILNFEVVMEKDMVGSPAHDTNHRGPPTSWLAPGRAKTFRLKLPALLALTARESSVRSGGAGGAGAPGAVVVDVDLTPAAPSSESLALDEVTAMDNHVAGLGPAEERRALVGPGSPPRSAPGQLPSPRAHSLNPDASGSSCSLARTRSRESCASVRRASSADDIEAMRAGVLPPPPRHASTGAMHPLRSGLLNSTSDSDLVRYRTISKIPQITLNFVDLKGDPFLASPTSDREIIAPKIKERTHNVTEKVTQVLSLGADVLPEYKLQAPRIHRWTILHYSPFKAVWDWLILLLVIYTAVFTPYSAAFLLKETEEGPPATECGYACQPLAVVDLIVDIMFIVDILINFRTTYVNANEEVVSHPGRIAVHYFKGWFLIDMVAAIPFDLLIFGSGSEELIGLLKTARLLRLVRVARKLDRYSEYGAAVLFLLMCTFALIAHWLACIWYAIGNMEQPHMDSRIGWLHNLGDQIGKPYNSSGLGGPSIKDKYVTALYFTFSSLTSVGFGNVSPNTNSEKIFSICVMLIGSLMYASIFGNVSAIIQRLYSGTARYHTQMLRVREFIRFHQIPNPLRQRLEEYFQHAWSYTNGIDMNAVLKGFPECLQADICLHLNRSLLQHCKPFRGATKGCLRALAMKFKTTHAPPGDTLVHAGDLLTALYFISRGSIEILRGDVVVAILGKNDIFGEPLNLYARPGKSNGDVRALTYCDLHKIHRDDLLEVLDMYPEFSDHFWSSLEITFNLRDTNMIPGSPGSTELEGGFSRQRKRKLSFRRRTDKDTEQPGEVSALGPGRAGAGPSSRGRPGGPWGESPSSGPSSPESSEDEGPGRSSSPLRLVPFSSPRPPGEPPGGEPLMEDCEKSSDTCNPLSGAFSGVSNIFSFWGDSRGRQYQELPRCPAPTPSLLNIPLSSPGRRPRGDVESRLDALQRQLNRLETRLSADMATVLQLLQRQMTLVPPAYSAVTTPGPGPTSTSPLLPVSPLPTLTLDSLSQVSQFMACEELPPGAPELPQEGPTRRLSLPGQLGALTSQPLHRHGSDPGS
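U2OS cells were transduced with wild-type KCNH2 virus (2.03 x 10^8 / mL) for 4 h at room temperature, then cultured overnight at 37 C. Thallium flux was read with FluxOr dye. Rate constants were normalized to DMSO controls.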
* = called active by the depositor; ? = inconclusive. % is set by controls: 0 for no effect and ±100 for the full control effect. The list is partial (hit frequency here may not be typical).

SMILES	hERG WT inh
CC(OCC(O)CN1CCN(S(=O)(=O)c2ccc(Cl)cc2)CC1)c1ccc(Cl)cc1 (stereo not given)	48
Cc1nccn1CCC(=O)NC1CCCc2c1cnn2-c1ccc(C(C)(C)C)cc1 (stereo not given)	28
CN(C(=O)CCN1C(=O)/C(=C/c2ccc(F)cc2)SC1=S)C1CCS(=O)(=O)C1 (stereo not given)	3
CSc1nsc(NN)n1	-9
COc1cccc(S(=O)(=O)N(C)C[C@@H]2OCc3cn(nn3)CCCC(=O)N([C@H](C)CO)C[C@H]2C)c1	-10
CC(=O)Nc1cccc(NS(=O)(=O)c2ccc3c(c2)CCC(=O)N3)c1	-1
COCCNC(=S)N1CCC(C(=O)c2ccc(Cl)cc2)CC1	16
COC(=O)C[C@H]1C[C@H]2c3cc(NS(=O)(=O)c4ccc(OC)cc4)ccc3O[C@H]2[C@H](CO)O1	2
Cc1ccc([C@H]2C[C@@H](O)[C@H](n3cc(-c4ccc(F)cc4)nn3)CN2C(=O)C2CCCCC2)cc1	1
CC(C)(C)OC(=O)N1CCC(NC(=O)c2[nH]cnc2C(=O)Nc2ccccc2F)CC1	4
O=C(C=Cc1ccc2c(c1)OCO2)C1CC1	4
COc1ccc(C(C)=O)c(OCC(=O)NCCC2=CCCCC2)c1	-7

Single entries from the entries so far:
In hERG WT inh, COc1cccc(S(=O)(=O)N(C)C[C@@H]2OCc3cn(nn3)CCCC(=O)N([C@H](C)CO)C[C@H]2C)c1 has the entry -10
In hERG WT inh, O=C(C=Cc1ccc2c(c1)OCO2)C1CC1 has the entry 4
In hERG WT inh, CN(C(=O)CCN1C(=O)/C(=C/c2ccc(F)cc2)SC1=S)C1CCS(=O)(=O)C1 (stereo not given) has the entry 3
In hERG WT inh, CSc1nsc(NN)n1 has the entry -9
In hERG WT inh, Cc1ccc([C@H]2C[C@@H](O)[C@H](n3cc(-c4ccc(F)cc4)nn3)CN2C(=O)C2CCCCC2)cc1 has the entry 1
In hERG WT inh, COCCNC(=S)N1CCC(C(=O)c2ccc(Cl)cc2)CC1 has the entry 16

Additional records:
SMILES	hERG WT inh
C[C@@H]1CCCCO[C@@H](CN(C)S(=O)(=O)c2ccc(Cl)cc2)[C@@H](C)CN([C@H](C)CO)C(=O)c2cc(N(C)C)ccc2O1	-1
Cc1cc(C)n(-c2ccc(C(=O)N3CCN(S(=O)(=O)c4ccc(Br)cc4Cl)CC3)cc2)n1	0
Cc1cc(Nc2ccc(C)c(C)c2)n2ncnc2n1	4
CC(=O)N1C[C@H]2CON(C)[C@H]2C[C@H]1c1ccc(-c2ccc(C#N)cc2)cc1	-3
C[C@@H]1CN([C@@H](C)CO)C(=O)c2cc(C#Cc3ccccc3)cnc2O[C@@H]1CN(C)Cc1ccccn1	-1
Cc1ccsc1CN(C)CC(=O)N(C)CC(=O)Nc1c(Cl)cccc1Cl	-2
Cc1ccc(C(c2c(NC(=O)c3ccco3)sc(C)c2C)N2CCOCC2)cc1 (stereo not given)	-6
Cc1c(Cl)cnc(NC(=O)COC(=O)c2cccc(S(=O)(=O)N3CCOCC3)c2)c1Cl	-6
COc1ccc(C2CC(=O)Nc3cc(OC)c(OC)cc32)cc1 (stereo not given)	10
CSc1ncnc2c1ncn2CCCN1CCN(C(=O)C2CC2)CC1	3
Cc1ccc(N(CC(=O)NC(C)C)C(=O)CCC(=O)Nc2ccccn2)c(C)c1	-13
COc1ccccc1S(=O)(=O)N(C)C[C@H]1OCc2cnnn2CCCC(=O)N([C@H](C)CO)C[C@@H]1C	-5
Cn1c(N)c(C(=O)N2CCN(c3ccccc3)CC2)c(=O)n(C)c1=O	8
C[C@@H]1CN([C@H](C)CO)C(=O)c2cc(Br)cnc2O[C@H]1CN(C)C(=O)CC1CC1	-12
COCCn1c(=S)[nH]c2cc(C(=O)N3CCN(C4CCCCC4)CC3)ccc2c1=O	3
C[C@@H]1CN([C@H](C)CO)S(=O)(=O)c2ccc(Br)cc2O[C@@H]1CN(C)C(=O)Nc1ccc(C(F)(F)F)cc1	0
CC1(c2ccccc2)NC(=O)N(CC(=O)Nc2cc(C(F)(F)F)ccc2N2CCCCC2)C1=O (stereo not given)	-3
O=C(Nc1ccn(CCCN2CCN(c3ccccc3)CC2)c(=O)n1)OCc1ccccc1	42
N#Cc1ccccc1C[C@H](N)C(=O)NC[C@H]1O[C@@H](n2ccc(N)nc2=O)[C@H](O)[C@@H]1O	-7
O=c1[nH]cc(S(=O)(=O)N2CCN(c3ccc(F)cc3)CC2)c(=O)[nH]1	-6
Cc1ccc(NC(=O)CSCC(=O)N(C)Cc2c(F)cccc2Cl)cc1	-25
CN1OC[C@@H]2CN(S(=O)(=O)c3cccc4ccccc34)[C@H](c3ccc(-c4ccccc4)cc3)C[C@@H]21	-1
C[C@@H]1CN([C@H](C)CO)C(=O)CCCn2nncc2CO[C@@H]1CN(C)S(=O)(=O)c1cccc(C#N)c1	-15
CC(C)C1C(=O)N(Cc2cn(CC3CCCCC3)nn2)CCS(=O)(=O)N1Cc1ccc(-c2ccc(F)nc2)cc1 (stereo not given)	-3
COc1ccccc1CN(C)C[C@H]1OCc2cnnn2CCCC(=O)N([C@H](C)CO)C[C@@H]1C	-8
COc1ccc(CN(CCCn2cnc3c(OC)ncnc32)CCCn2cnc3c(OC)ncnc32)cc1	5
COCCn1c(N)c(N(Cc2ccccc2)C(=O)C(C)Oc2ccc(Br)cc2)c(=O)[nH]c1=O (stereo not given)	4
C[C@@H]1CN([C@H](C)CO)C(=O)c2c(c3ccccc3n2C)-c2ccccc2CO[C@H]1CN(C)Cc1ccc(C(F)(F)F)cc1	0
CN(Cc1ccccc1)C(=O)C(=O)c1c[nH]c2ccccc12	2
Cc1cc(C(=O)CN2C(=O)NC(C)(c3ccc(F)c(F)c3)C2=O)c(C)n1C1CC1 (stereo not given)	-22
CSc1nc2nc(Cl)c(Cl)nc2[nH]1	-12
CN(CCCn1ccc(NC(=O)OCc2ccccc2)nc1=O)Cc1ccco1	7
Nc1nc(-c2ccccc2)c(CC(=O)O)s1	-11
CCOCc1nc2nc(Cl)c(Cl)nc2[nH]1	0
CCN(CC)C(=O)C1=C(C)N(CCC2=CCCCC2)C(=O)C(CC(=O)NCCCN(C)C)C1 (stereo not given)	1
O=C(CC1CC1)Nc1ccc2c(c1)[C@@H]1C[C@H](CC(=O)NC3CCCC3)O[C@@H](CO)[C@@H]1O2	-1
CC(=O)OC1C=CN(C(C)=O)C(SC(C)(C)C)C1(C)O (stereo not given)	-14
CN(C)CCN(C(=O)C1CCCCC1)c1nc2cc3c(cc2s1)OCCO3	7
Cc1ccc(S(=O)(=O)N(C)C[C@H]2OCc3cnnn3CCCC(=O)N([C@@H](C)CO)C[C@H]2C)cc1	8
CCSc1nnc(NC(=O)C2CCCN(C(=O)c3ccc(Cl)cc3)C2)s1 (stereo not given)	0
C[C@@H]1CN([C@H](C)CO)C(=O)c2cc(NC(=O)Nc3ccc(F)cc3)ccc2O[C@@H](C)CCCCO[C@H]1CN(C)Cc1ccc(C(=O)O)cc1	-9
CCOC(=O)C1(C(=O)OCC)COC(=O)C1CN1Cc2cc3ccccc3nc2C1 (stereo not given)	-3
NS(=O)(=O)c1ccc(CCNC(=O)C2CCCN2C(=O)c2cccs2)cc1 (stereo not given)	17
COc1ccc(S(=O)(=O)N2CCOCC2)cc1C(=O)Nc1cccc(C(=O)NC2CC2)c1	-2
COc1ccc(C(C)=NNS(=O)(=O)c2ccc(C)cc2)cc1OC	-1
O=C(OCCOc1ccccc1)c1cc(S(=O)(=O)N2CCOCC2)c(Cl)cc1Cl	-8
C[C@@H]1CN([C@H](C)CO)S(=O)(=O)c2ccc(C#CC3CCCC3)cc2O[C@H]1CN(C)C(=O)Cc1ccccc1	-7
CC(C)C1C(=O)N(Cc2cn(CCC3OCCO3)nn2)CCS(=O)(=O)N1Cc1ccc(-c2ccc(F)nc2)cc1 (stereo not given)	1
COc1ccc(NC(=O)CN(C)C(=O)c2ccc3c(c2)CC(c2ccccc2)OC3=O)cc1 (stereo not given)	22
c1ccc2c(c1)nc(N1CCCCCC1)c1nncn12	20
COc1ccc(-c2cc3nc(C)c(C)c(N4CCN(C(=O)c5ccoc5)CC4)n3n2)cc1	15
O=C(Nc1ccnn1C1CCN(C(=O)c2cccnc2)CC1)c1cccc(F)c1	5
COc1ccc(N2C(=O)CC(Sc3nccc(C)n3)C2=O)c(OC)c1 (stereo not given)	-9
CN(C)c1ccc(C(=O)C=Cc2ccc([N+](=O)[O-])cc2)cc1	1
COc1cccc2c(=O)c3c(oc12)CCCC3	-2
CCN1C(=O)[C@H]2[C@@H](c3ccc(C)cc3)N[C@]3(CCCN(Cc4ccc(C(F)(F)F)cc4)C3=O)[C@H]2C1=O	-2
CCn1c(=O)c2[nH]c(SC)nc2n(CC)c1=O	-24
CC(=O)c1sc(NC(=O)CCS(=O)(=O)c2ccc(F)cc2)nc1C	-7
Cc1ccc(Cc2c(-c3ccc(Br)cc3)nc3ccc(Br)cn23)cc1	-7
CN(Cc1cc(Cl)cc(Cl)c1)[C@H]1C[C@H]2c3[nH]c4ccccc4c3CCN2C(=O)[C@H]1CO	-1

Further structures
SMILES	hERG WT inh
CC1=C(C(=O)N(C)C)CC(CC(=O)NCc2cccs2)C(=O)N1Cc1ccccc1 (stereo not given)	15
C[C@@H]1CN([C@@H](C)CO)C(=O)c2cc(Br)cnc2O[C@H]1CN(C)C(=O)NC1CCCC1	-6
COc1ccc(CNC(=O)C[C@@H]2C[C@H]3c4cc(NC(=O)C5CCC5)ccc4O[C@H]3[C@@H](CO)O2)cc1	?
CCOC(=O)C1CN(C(=O)OCC)CC1=NNC(N)=O (stereo not given)	10
O=S(=O)(c1ccc(NC(=S)N2CCCCC2CO)cc1)N1CCOCC1 (stereo not given)	-12
O=C(NCc1nnnn1-c1ccc(Cl)cc1)c1ccc([N+](=O)[O-])o1	8
CCCCCC(=O)N1C[C@H](O)[C@@H](n2cc(COC(=O)c3ccccc3)nn2)C[C@@H]1c1ccc(Cl)cc1	11
Cc1ccc(S(=O)(=O)N2C[C@H]3[C@H]4C(=O)N(c5ccccc5)C(=O)[C@H]4C[C@H](OC(=O)NCc4ccccc4)[C@@]3(O)C2)cc1	-5
CCN(CC)C(=O)c1ncn2c1c(=O)[nH]c1ccccc12	9
CC(=Nc1ccccc1)C1=C(O)C(Cc2ccc(F)cc2)NC1=O (stereo not given)	-3
CC(=O)c1ccc(Nc2ncnc3ccc(Br)cc23)cc1	2
O=C(Nc1ccccc1)C1=C(Nc2ccccc2)CSC1	4

A stretch taken from the entries so far, as a working copy:
SMILES	hERG WT inh
CCN(CC)C(=O)c1ncn2c1c(=O)[nH]c1ccccc12	9
CC(=Nc1ccccc1)C1=C(O)C(Cc2ccc(F)cc2)NC1=O (stereo not given)	-3
CC(=O)c1ccc(Nc2ncnc3ccc(Br)cc23)cc1	2
O=C(Nc1ccccc1)C1=C(Nc2ccccc2)CSC1	4

(listing goes on)
SMILES	hERG WT inh
COc1ccc(C)cc1-n1c(SCC(=O)N2CCOCC2)nc2ccccc2c1=O	-7
Cc1nn(C)c2c1NC(=O)CS2	-7
Cc1ccc(S(=O)(=O)N(C)C[C@H]2OCCCC[C@@H](C)Oc3ccc(NC(=O)Cc4ccccc4)cc3C(=O)N([C@H](C)CO)C[C@@H]2C)cc1	10
C[C@H]1CN([C@@H](C)CO)C(=O)CCCn2nncc2CO[C@@H]1CN(C)S(=O)(=O)c1ccc(-n2cccn2)cc1	-2
Cc1cc(/C=C(\C#N)C(=O)NCc2ccccc2)c(C)[nH]1	3
CCc1cc(C(=O)OCC(=O)NCCc2ccccc2)sc1C	-4
CC(C)CCN1CCC[C@]2(N[C@H](c3ccccc3)[C@@H]3C(=O)N(Cc4ccccc4)C(=O)[C@@H]32)C1=O	-3
Cc1cccc(OCCNC(=O)c2cc(C3CC3)nc3c2cnn3C(C)C)c1	4
Cc1ccc(S(=O)(=O)C=CS(=O)(=O)c2ccc(C)cc2)cc1	13
COc1ccc([C@H]2N[C@]3(CCCN(Cc4cccn4C)C3=O)[C@H]3C(=O)N(Cc4ccccc4)C(=O)[C@@H]23)cc1	3
COc1cccc(OC)c1C(=O)NCc1ccco1	-6
CCN(CC(=O)Nc1ccc(C#N)cc1)CC(=O)Nc1ccc2c(c1)OCCO2	-39

Part of the list above, as a markdown table.
| SMILES | hERG WT inh |
| --- | --- |
| C[C@@H]1CN([C@H](C)CO)C(=O)c2cc(NC(=O)Nc3ccc(F)cc3)ccc2O[C@@H](C)CCCCO[C@H]1CN(C)Cc1ccc(C(=O)O)cc1 | -9 |
| CCOC(=O)C1(C(=O)OCC)COC(=O)C1CN1Cc2cc3ccccc3nc2C1 (stereo not given) | -3 |

Continued.
SMILES	hERG WT inh
COc1ncnc2c1ncn2CCCNCc1ccco1	0
COc1ccccc1C(=O)COC(=O)C1CCN(S(=O)(=O)c2ccccc2)CC1	2
Cc1ccsc1C(=O)NCC(c1cccs1)N1CCOCC1 (stereo not given)	3
CCCCCCn1c(=O)n2n(c1=O)C[C@]1(OC(=O)NCc3ccccc3)CN(S(=O)(=O)c3ccc(C)cc3)C[C@]1(O)C2	10
CC(C)c1ccc(NC(=O)CN(C)C2=NS(=O)(=O)c3ccccc32)cc1	1
COC(=O)c1ccc(CNC(=O)C2CCC(=O)N(CCc3ccccn3)C2)cc1 (stereo not given)	-14
O=C1CCC(C(=O)OCC(=O)Nc2ccccc2Br)=NN1	9
COc1cc(C=C(C#N)c2ccc([N+](=O)[O-])cc2)ccc1O	-4
COC(=O)c1cc(NC(=O)CC(=O)c2cccc(N)c2)cc(C(=O)OC)c1	-8
CC1=NCC(C)c2ccccc21 (stereo not given)	-9
Cc1onc(-c2ccccc2)c1-c1nnc(COC(=O)c2ccc(N(C)C)cc2)o1	-3
